Runt-CBFb FRET = inhibitors of human RUNX1 Runt domain binding to CBFb; actives 0.46% (n = 220,000); Cerulean-Runt/Venus-CBFb FRET ratio 530/480, 1 h; inhibition, % at 20 µM; AID 1496;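 active means inhibition over about 50% at 20 µM in the single-dose screen, limit read from the data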;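 further: 0% = DMSO wells and 100% = excess unlabeled CBFb competitor control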
Target sequence (Q01196 whole entry, looked up, the tested form may be a part): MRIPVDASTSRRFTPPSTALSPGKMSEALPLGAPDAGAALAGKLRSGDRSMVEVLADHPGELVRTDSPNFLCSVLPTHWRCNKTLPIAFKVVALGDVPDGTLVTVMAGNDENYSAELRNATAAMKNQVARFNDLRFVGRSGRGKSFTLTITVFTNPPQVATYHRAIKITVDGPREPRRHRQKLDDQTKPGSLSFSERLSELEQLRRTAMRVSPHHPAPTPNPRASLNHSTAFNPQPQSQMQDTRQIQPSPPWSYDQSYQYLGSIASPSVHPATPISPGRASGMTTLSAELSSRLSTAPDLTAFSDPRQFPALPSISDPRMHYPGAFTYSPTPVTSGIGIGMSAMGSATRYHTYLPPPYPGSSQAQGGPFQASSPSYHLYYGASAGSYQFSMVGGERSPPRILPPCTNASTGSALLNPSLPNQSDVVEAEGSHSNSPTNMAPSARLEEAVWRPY
Target sequence (Q13951 whole entry, looked up, the tested form may be a part): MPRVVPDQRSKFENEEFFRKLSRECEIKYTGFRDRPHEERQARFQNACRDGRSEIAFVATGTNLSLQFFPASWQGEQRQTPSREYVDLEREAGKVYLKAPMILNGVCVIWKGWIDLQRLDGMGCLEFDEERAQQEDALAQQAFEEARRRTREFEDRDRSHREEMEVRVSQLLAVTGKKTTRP
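Doses: 20 µM compound in 1% DMSO | Material: Cerulean-labeled Runt domain protein | Amount: Each fluorescent fusion protein 100 nM | Schedule: Two 1 h room-temperature incubations shielded from light | Measured by: FRET fluorescence | Evaluation: Loss of energy transfer signal | Controls: Unlabeled CBFb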
L929 necroptosis = blocks zVAD induced death of L929 cells. L929 zVAD necroptosis rescue, ATP luminescence, 24 h; with zVAD 60 µM. actives 0.38% (n = 220,000). viability rescue, % at 10 µM. AID 1377;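 active means activation, scaled between plate controls, above about 75%, limit read from the data; inactive means activation under that limit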;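 further: 0% = zVAD with DMSO and 100% = DMSO alone without zVAD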
Hck Nef HTS = inhibitors of human Hck kinase activated by Nef | P08631 | Recombinant Hck-YEEI plus Nef, Z-Lyte FRET kinase assay | inhibition, % at 20 µM | actives 0.68% (n = 220,000);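 active means Hck-Nef kinase inhibition above about 50%, limit read from the data; inactive means inhibition below that limit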;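 further: 0% = DMSO with Hck plus Nef and 100% = Hck alone without Nef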
EP2 modulator = modulators of human EP2 prostaglandin E2 receptor; P43116; induction, % at 25 µM; EP2-expressing cells, cAMP HTRF FRET, PGE2 co-stimulation; actives 0.83% (n = 260,000);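 active means compounds whose cAMP rise, as percent of the full-agonist control response, exceeds 60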;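 further: rat C6 glioma line stably carrying human EP2 under a CMV promoter; the protocol text gives 20 µM as final concentration; 100% = response of wells given 1 µM PGE2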
Target sequence (P43116 whole entry, looked up): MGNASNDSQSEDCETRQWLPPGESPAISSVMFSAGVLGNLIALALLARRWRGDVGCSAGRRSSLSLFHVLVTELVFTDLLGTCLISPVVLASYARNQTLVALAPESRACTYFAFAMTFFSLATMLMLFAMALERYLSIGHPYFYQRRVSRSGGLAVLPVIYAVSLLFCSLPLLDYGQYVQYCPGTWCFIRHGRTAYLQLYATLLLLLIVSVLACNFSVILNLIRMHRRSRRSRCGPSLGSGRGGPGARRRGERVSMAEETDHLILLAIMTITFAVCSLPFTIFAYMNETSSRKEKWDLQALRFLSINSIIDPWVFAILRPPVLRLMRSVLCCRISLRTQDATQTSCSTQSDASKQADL
Runt-SMMHC FRET = inhibitors of human RUNX1 Runt domain binding to CBFb-SMMHC; inhibition, % at 20 µM; Cerulean-Runt/Venus-CBFb-SMMHC FRET ratio 530/480, 1 h; actives 0.74% (n = 220,000); Q01196+Q13951;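 active means mean inhibition across duplicate retests at 20 µM reaching about 50%, limit read from the data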;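 further: 0% = DMSO wells and 100% = wells with excess untagged CBFb-SMMHC; inhibitors lower the FRET ratio by blocking Runt binding to CBFb-SMMHC; some results filed as inactive read as strong as hits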
RBBP9 inh = inhibitors of human serine hydrolase RBBP9 | recombinant RBBP9, FP-Rh probe fluorescence polarization | inhibition, % at 7.94 µM | actives 0.2% (n = 220,000) | AID 1515;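 active means inhibition above the campaign mean of all tested compounds plus 3 SD, cut at about 14% in these data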;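 further: plate controls were DMSO wells with RBBP9 for no effect and wells lacking RBBP9 protein for full effect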
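Assay system: recombinant human RBBP9; Reagent: Serine-hydrolase probe FP-Rh, 375 nM pre-mixing; Doses: 7.94 µM single dose, 0.794% DMSO; Incubation: 30 min then 45 min, 25 °C; Detection: fluorescence polarization (mP), excitation 525 nm, emission 598 nm; Evaluation: percent inhibition from mP, scaled between DMSO and no-protein wells.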
TNF necrop inh = TNF-alpha cell death inhibition in Jurkat FADD-/- cells | Jurkat FADD-/- TNF necroptosis rescue, ATP luminescence, 24 h; 0 = TNF only, 100 = no-TNF cells | activation (protection from cell death), % at 10 µM | actives 0.068% (n = 220,000) | AID 463075;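 active means activation, meaning protection from cell death, of at least 50% relative to plate controls; inactive means activation below 50%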;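 further: necroptosis triggered by 40 ng/mL TNF-alpha added together with compound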
PGE2 EP2 inh = EP2 receptor (human) inhibition. P43116. C6 glioma cells expressing human EP2, cAMP TR-FRET; cells stimulated with saturating PGE2. inhibition, % at 25 µM. actives 0.52% (n = 260,000);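 active means percent inhibition above 40 after rounding to a whole number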;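 further: rat C6 glioma host cells with rolipram phosphodiesterase inhibitor present; the protocol text gives 20 µM as final concentration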
PERK inh = human PERK inhibition, primary cell-based screen; Q9NZJ5; CHO PERK-DD fusion, SEAP luminescence translation reporter; inhibition, % at 5.6 µM; actives 0.17% (n = 220,000);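 active means inhibition above the mean inhibition of all tested compounds plus 3 SD, set separately per screening campaign, cut at about 2.9% in these data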;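 further: PERK kinase domain activated by AP20187 dimerizer at 100 nM; 0% = DMSO with dimerizer and 100% = rapamycin at 8.4 µM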
An asterisk follows results filed as active; . = no result given; & = joins results of further samples. This is a subset, so the mix of outcomes need not match the whole.

SMILES	Runt-CBFb FRET	L929 necroptosis	Hck Nef HTS	EP2 modulator	Runt-SMMHC FRET	RBBP9 inh	TNF necrop inh	PGE2 EP2 inh	PERK inh
NS(=O)(=O)c1ccc(N2N=C(c3ccccc3)CC2c2ccc(F)cc2)cc1 (stereo not given)	5	-0.1	60*	34	24	-9	-5.4	13	0.7
CCOC(=O)C1CCCN(C(=O)c2cc3cc(Br)ccc3oc2=O)C1 (stereo not given)	0	1.8	20	7	-4	-8	1.5	6	-0.1
O=C(NCCCn1ccnc1)c1cc2ccccc2o1	1	1.1	21	20	2	0	-0.1	8	1.4
COc1ccc(CNC(=O)CN(Cc2ccc(C)cc2)S(=O)(=O)c2ccc(Cl)cc2)cc1	-1	0.1	-2	21	2	-8	0.2	8	-1.7
CC(C)(C)NC(=O)C(=O)NN=C1CCCCCCCCCCC1	-2	3.3	4	19	-5	-11	-0.1	7	1.9
CCC1Sc2ccccc2N(CC(=O)NCc2ccccc2OC)C1=O (stereo not given)	-2	0.0	0	10	2	-10	-1.2	0	0.0
CCn1cc(C(=S)N2CCC(C(N)=O)CC2)c2ccccc21	0	0.1	17	-24	0	-11	-1.8	1	1.4
O=C(CN1C(=O)c2cccc3cccc1c23)NCC1CCCO1 (stereo not given)	-9	-0.6	3	2	-18	1	-0.5	10	-0.1
CN(CCc1cnn(C)c1)C(=O)CCc1nnc(CCCc2ccccc2)o1	0	-0.5	17	-6	4	0	0.0	7	-0.1
CC(=O)Nc1nc(S(=O)(=O)c2ccc(C)cc2)c(Cl)s1	3	0.0	1	2	2	0	0.1	12	-1.3
CC1=CCC(Cc2nc3ccccc3o2)C1(C)C (stereo not given)	1	-0.1	8	11	-6	-5	-0.8	5	1.0
Cc1ccc(S(=O)(=O)Nc2ccccc2C(=O)NCc2cccnc2)cc1	2	-0.4	-7	2	-6	-11	-0.6	5	-0.2
Cc1ccc(O)c(-n2nc3ccccc3n2)c1	-3	15	20	15	0	-6	-3.4	12	0.3
Cn1c(=O)[nH]c(=O)c2c1nc(CN1CCOCC1)n2Cc1ccc(F)cc1	-1	-0.2	-8	10	0	-8	0.7	7	0.4
O=C(O)CN1C(=O)c2ccc(Oc3ccc4c(c3)C(=O)N(CC(=O)O)C4=O)cc2C1=O	0	0.4	-21	15	-4	-4	6.0	6	0.8
NCCCC[C@H]1CNC(=S)N1CC1(c2ccccc2)CC1	2	0.5	17	31	-2	.	2.5	7	.
Cc1ccc(S(=O)(=O)NNC(=O)C2CC=CCC2C(=O)O)cc1 (stereo not given)	1	1.6	23	18	0	-3	-0.6	5	0.1
N#Cc1cc([N+](=O)[O-])ccc1NCCc1ccccn1	-1	-0.2	11	12	0	-1	0.0	2	1.4
Cc1cc(/C=C2\SC(N)=NC2=O)c(C)n1-c1ccccc1	14	0.0	1	-38	16	1	-1.9	.	0.5
Cc1ccc(-c2nn(Cc3ccccc3)cc2/C=C/C(=O)O)cc1C	0	0.8	7	-3	0	1	0.4	16	0.7
CC1CCN(CCOc2cccc(Br)c2)CC1	-13	0.7	3	-6	-2	-4	3.0	5	-0.1
O=C(Nc1cccnc1)NC1CCCCC1	-1	0.9	-6	-9	2	-3	0.4	5	0.1
CCOC(=O)Cn1nc(C)c(NC(=O)c2cccc([N+](=O)[O-])c2)c1C	2	1.3	14	27	-1	-5	0.9	4	0.7
CC(C)c1ccc(/C=C/C(=O)NC2=NCCS2)cc1	-2	0.7	3	-10	4	1	-2.1	.	0.8
Cc1cc(C)nc(N2CCCC(C(=O)Nc3cc(F)ccc3C)C2)n1 (stereo not given)	-3	0.8	1	-6	-2	-4	-0.3	.	-0.5
SMILES	Runt-CBFb FRET	L929 necroptosis	Hck Nef HTS	EP2 modulator	Runt-SMMHC FRET	RBBP9 inh	TNF necrop inh	PGE2 EP2 inh	PERK inh
COc1ccc(C(C#N)(CCC#N)CCC#N)cc1OC	0	1.0	2	19	0	2	0.5	5	0.9
O=C(NNC(=O)C12CC3CC(CC(C3)C1)C2)c1ccco1	1	0.3	17	12	-2	-10	0.9	9	1.0
CN(C)CC(=O)c1c[nH]c2ccccc12	0	-0.1	1	-28	-1	-4	-0.3	14	1.0
COc1ccc(-c2cc3c(=O)n(CC(=O)NC4CCN(Cc5ccccc5)CC4)ncn3n2)cc1	1	0.5	2	19	3	-5	0.9	8	-1.0
COc1ccc(C2c3ccc(O)cc3Oc3ncn4nc(-c5ccccn5)nc4c32)cc1OC (stereo not given)	18	-0.3	24	-4	28	-13	-6.5	7	-2.4
CN1C(=O)[C@@H]2[C@@H]3C[C@@H]([C@H]4ON=C(c5ccc(Cl)cc5Cl)[C@@H]34)[C@@H]2C1=O	2	0.0	1	6	2	-6	-1.2	13	-0.1
O=C(COC(=O)COc1ccccc1)Nc1ccc(OC(F)(F)F)cc1	34	-0.1	0	8	-2	-3	-1.4	19	1.1
O=C(/C=C/c1ccc(S(=O)(=O)N2CCOCC2)cc1)NCc1ccccc1	1	2.4	1	-9	-3	-6	2.6	9	0.2
COc1ccccc1/C=C(/C(=O)NCCCn1ccnc1)c1ccccc1	0	-1.2	13	15	3	-8	-0.6	5	-0.7
Cc1cccn2c(CNCCCn3ncc4ccccc43)c(C(=O)N3CCCCC3)nc12	0	0.2	18	1	5	-3	0.1	3	-0.3
COc1ccccc1NC(=O)CC(c1ccc(F)cc1)c1ccco1 (stereo not given)	-2	1.1	14	-10	1	1	0.6	1	0.1
COCCNC(=O)Cn1cc(C(=O)c2cccs2)c2ccccc21	.	-0.3	8	20	.	1	-0.5	13	0.7
CC/C(=N\O)c1ccc(OC)c(OC)c1	0	0.6	-7	2	-6	-5	-0.8	9	0.9
O=C(Cc1ncc(C(F)(F)F)cc1Cl)N1CCN(c2cccc(Cl)c2)CC1	0	0.0	0	-9	-3	0	-2.7	6	-0.6
CC(=O)Nc1ccc(S(=O)(=O)N2CCN(c3cnn(C)c(=O)c3Cl)CC2)cc1	1	3.0	17	-1	-6	-9	1.7	0	1.4
CCOc1cc(C(c2c(C)[nH][nH]c2=O)c2c(C)[nH][nH]c2=O)ccc1O	-6	0.2	1	17	-7	-9	-3.1	5	0.4
O=C(Cc1c[nH]c2ccccc12)NCc1ccc(Cl)cc1Cl	1	0.4	2	-4	1	-2	1.4	14	0.6
CC1(C)NC(=O)N(CC(=O)OCC(=O)Nc2cc(S(=O)(=O)N3CCCCCC3)ccc2Cl)C1=O	-2	0.1	6	13	-2	-8	1.8	4	0.3
CCN(C(=S)Nc1cccnc1)c1ccccc1	2	5.8	19	-8	-3	-6	-0.2	3	1.1
Cc1ccc(N(C(C)C(=O)Nc2ccccc2C(=O)N2CCOCC2)S(C)(=O)=O)cc1C (stereo not given)	-2	-0.7	4	33	2	0	-0.6	-8	-1.1
O=S(=O)(NC(=NCc1ccccc1)c1ccccc1F)c1ccccc1	-1	-0.7	12	-12	-5	1	1.1	6	0.9
Cc1cc(C(=O)NC(=S)Nc2ccccc2N2CCCC2)ccc1[N+](=O)[O-]	-1	0.5	-1	3	-1	0	-1.9	3	0.4
CSc1nnc(-c2ccc(C(F)(F)F)cn2)o1	-1	1.1	11	4	-1	-6	1.8	10	1.1
Cc1cc(/C=N/Nc2nc(N)ncc2[N+](=O)[O-])c(C)n1-c1cccc(C(F)(F)F)c1	-5	-0.4	37	-20	-5	3	0.7	8	0.9
O=C(NC1CCCCC1)C(c1cccnc1)N(C(=O)CCl)c1ccc(F)cc1 (stereo not given)	0	0.6	2	3	1	-11	-14	2	0.4

Some of the entries so far, with values under each structure.
Values in the order – Runt-CBFb FRET	L929 necroptosis	Hck Nef HTS	EP2 modulator	Runt-SMMHC FRET	RBBP9 inh	TNF necrop inh	PGE2 EP2 inh	PERK inh
CC(=O)Nc1ccc(S(=O)(=O)N2CCN(c3cnn(C)c(=O)c3Cl)CC2)cc1
    1	3.0	17	-1	-6	-9	1.7	0	1.4
O=C(Nc1cccnc1)NC1CCCCC1
    -1	0.9	-6	-9	2	-3	0.4	5	0.1

Additional structures:
SMILES	Runt-CBFb FRET	L929 necroptosis	Hck Nef HTS	EP2 modulator	Runt-SMMHC FRET	RBBP9 inh	TNF necrop inh	PGE2 EP2 inh	PERK inh
CCOC(=O)N1CCN(C(=O)CSCC(=O)Nc2nc(-c3ccccc3)cs2)CC1	-6	0.6	10	-12	2	-7	-2.6	8	-1.4
CNS(=O)(=O)c1c(C)cc(C)c(N(C)S(=O)(=O)c2ccccc2)c1C	1	1.9	22	-52	-2	-9	-1.0	7	-1.1
Cc1cccc(NC(=O)CC2NC3CCCCC3NC2=O)c1 (stereo not given)	2	1.4	1	7&-5	-5	-4	0.7	11&9	1.0
Cc1c(C(=O)Nc2ccc(OCc3ccccc3)cc2)cccc1[N+](=O)[O-]	0	0.8	2	18	-25	5	-1.3	2	-0.6
CCS(=O)(=O)N1CCC(c2nc(-c3ccc(C)cc3)no2)CC1	-4	-0.5	1	-10	-1	-13	-4.6	.	0.0
Cc1nc2cc3nc(C(F)(F)F)[nH]c3cc2[nH]1	-3	0.9	4	5	-2	-7	1.6	6	1.5
CCCCCOc1ccc(CSc2ncn[nH]2)cc1	0	-0.6	9	37	0	-4	-1.3	14	0.9
CC(C)(CNC(=O)/C=C/c1ccc(F)cc1)CNC(=O)/C=C/c1ccc(F)cc1	-2	16	2	-10	-4	-1	11	11	0.8
C=CCn1c(SCC(=O)C(C)(C)C)nnc1-c1cccs1	-1	-0.6	1	0	3	-3	0.6	11	-0.4
CCO[C@@H]1OC(C(=O)NC2CC2)=C[C@H](C(C)(C)C)[C@H]1CCCO	0	-0.5	20	-9	1	.	0.1	13	.
CC(OC(=O)c1nsc(Cl)c1Cl)C(=O)NC(C)(C)C (stereo not given)	0	-0.4	7	-3	-2	-8	-0.9	10	-0.5
CCOC(=O)c1c(C)[nH]c(C(=O)COC(=O)CCC2CCCC2)c1C	2	1.7	5	8	5	2	0.4	13	1.3
CCS(=O)(=O)N1CCC(C(=O)NCc2cccc(OC)c2)CC1	-1	2.4	-2	-26	5	6	0.3	.	0.4
CCC1(C)N(O)C(C)(C)C(c2ccc(OC)cc2)=[N+]1[O-] (stereo not given)	-2	2.1	-1	8	0	0	-0.3	11	0.0
CSc1nc(C)cc(OCCO)n1	2	0.2	0	8	-4	5	0.4	21	1.7
COC(=O)c1c(C#N)c(N)nc2c1CCCC2	6	0.3	3	3	13	9	-1.7	.	1.1
O=C1CCC(C(=O)N(c2ccccc2)C2(C(=O)NC3CCCCC3)CCCCC2)N1 (stereo not given)	-2	1.8	2	16	3	-7	-0.1	10	-0.2
CCOCC(=O)N1CCN(c2cccc(Cl)c2)CC1	0	1.4	-10	-8	3	-12	0.8	5	-0.6
O=C(Nc1ccc(NC(=O)c2ccco2)cc1)c1ccc2c(c1)OCO2	1	0.0	5	4	-3	-6	-0.2	11	-0.8
CN(C)c1ccc(/C=N/NC(=O)c2ccc(Cn3cc(Br)cn3)o2)cc1	-11	0.8	4	-30	-31	-6	-0.8	19	-1.6
